UBC9 SUMO inh: inhibitors of human SUMOylation (UBC9) | HTRF SUMOylation assay, SAE1/SAE2 + UBC9, in vitro | inhibition, % at 35 µM | hit rate 0.36% among 290,000 | AID 2006; in the data active = inhibition above about 50%, passing the limit was not always enough; note: strong numbers were not always called active
CRFBP-R2 block: antagonists of CRF-binding protein/CRF-R2 receptor complex; HEK293 CRF-R2/CRF-BP, CRF-induced calcium fluorescence; inhibition, % at 11.8 µM; AID 588475; hit rate 0.59% among 350,000;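 active = inhibition of the ligand-induced calcium signal above about 50% at the single tested concentration, limit read from the data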
p-CIP stab down: compounds decreasing mouse p/CIP protein stability; decrease of EGFP signal, % at 10 µM; AID 1984; F442A p/CIP-EGFP cells, EGFP fluorescence, 16 h; Q05BA5; hit rate 0.01% among 290,000;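 active = EGFP signal decrease of at least 30% at 10 µM or well 3 SD below plate mean, unless failing retest; inactive = the rest, including hits failing retest or dose response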; note: some compounds called inactive have numbers as strong as hits; many of its hits are not listed in these tables
IDE inh: cellular human IDE inhibition; hit rate 0.41% among 320,000; P14735; inhibition, % at 5.59 µM; HEK cells, FAbetaB cleavage, fluorescence polarization;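 active = percent inhibition above the average of all tested compounds plus 3 SD, set per screening campaign, cut at about 16% in these data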;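 note: IDE supplied by intact live HEK cells; FP after avidin binding of uncleaved biotin substrate so inhibition keeps polarization high; 0% = DMSO wells and 100% = 60 µM reference IDE inhibitor Ii1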
Target sequence (P14735 whole entry, looked up): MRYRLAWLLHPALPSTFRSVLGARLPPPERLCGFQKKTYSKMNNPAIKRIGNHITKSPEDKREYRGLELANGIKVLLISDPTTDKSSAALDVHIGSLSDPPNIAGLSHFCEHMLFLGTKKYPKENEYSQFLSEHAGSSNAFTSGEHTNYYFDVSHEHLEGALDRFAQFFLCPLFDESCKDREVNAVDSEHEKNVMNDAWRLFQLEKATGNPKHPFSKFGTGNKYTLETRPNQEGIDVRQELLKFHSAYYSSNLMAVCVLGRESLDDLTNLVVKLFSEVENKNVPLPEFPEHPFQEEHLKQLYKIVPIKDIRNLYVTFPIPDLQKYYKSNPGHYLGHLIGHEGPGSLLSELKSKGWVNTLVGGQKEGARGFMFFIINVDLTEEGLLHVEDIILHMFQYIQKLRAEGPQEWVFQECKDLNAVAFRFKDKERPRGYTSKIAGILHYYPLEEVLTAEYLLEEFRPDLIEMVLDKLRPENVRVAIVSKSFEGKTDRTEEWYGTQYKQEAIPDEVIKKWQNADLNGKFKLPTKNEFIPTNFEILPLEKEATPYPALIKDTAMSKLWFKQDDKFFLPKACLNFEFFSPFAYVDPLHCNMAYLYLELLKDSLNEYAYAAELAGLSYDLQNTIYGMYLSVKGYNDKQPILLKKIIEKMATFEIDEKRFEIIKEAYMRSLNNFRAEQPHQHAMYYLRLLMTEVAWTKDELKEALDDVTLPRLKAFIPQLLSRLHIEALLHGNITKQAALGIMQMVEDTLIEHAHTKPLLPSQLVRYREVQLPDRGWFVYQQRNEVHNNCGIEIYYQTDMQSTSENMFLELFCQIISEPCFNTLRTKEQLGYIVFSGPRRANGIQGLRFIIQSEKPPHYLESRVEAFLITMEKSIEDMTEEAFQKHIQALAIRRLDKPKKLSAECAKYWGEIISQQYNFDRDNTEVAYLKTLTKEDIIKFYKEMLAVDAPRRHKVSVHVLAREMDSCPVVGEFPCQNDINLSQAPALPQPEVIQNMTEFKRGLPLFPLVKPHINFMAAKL
VIM-2 inh: inhibitors of Pseudomonas aeruginosa VIM-2 metallo-beta-lactamase. purified VIM-2, nitrocefin hydrolysis, epi-absorbance fluorescence. inhibition, % at 5.6 µM. hit rate 0.89% among 290,000. AID 1527;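 active = inhibition above the mean of all tested compounds plus 3 SD, cutoff set per screening run, cut at about 7.5% in these data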;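 note: red hydrolysis product quenches plate fluorescence so inhibitors raise well fluorescence; 0% = enzyme with DMSO and 100% = DMSO without enzyme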
NS3 helicase inh: inhibitors of Hepatitis C virus NS3 helicase; inhibition, % at 10.9 µM; NS3 helicase DNA unwinding, Cy5 molecular beacon fluorescence; hit rate 0.56% among 290,000;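 active = inhibition above the mean of all tested compounds plus 3 SD, set per campaign, cut at about 35% in these data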;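 note: 0% = DMSO wells and 100% = thioflavine S control wells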
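Compound dosing – single dose, 10.9 µM nominal final, DMSO 0.8% final · System – NS3 helicase fragment of HCV · Buffer or medium – MOPS pH 6.5, MgCl2, DTT, Tween20, BSA · Signal – Cy5 beacon fluorescence read at start and 1 h · Also added – annealed dual-labelled DNA beacon duplex, ATP-started · Schedule – 1 h at 25 °C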
IMP-1 inh: inhibitors of Pseudomonas aeruginosa IMP-1 metallo-beta-lactamase | purified IMP-1, nitrocefin hydrolysis, epi-absorbance fluorescence | inhibition, % at 5.6 µM | hit rate 0.45% among 290,000 | AID 1556;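 active = inhibition above the mean plus 3 SD of all compounds in the same screening run, cut at about 4.5% in these data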;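 note: 0% = IMP-1 with DMSO and 100% = DMSO wells lacking enzyme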
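Assay system: purified IMP-1; Quantity: IMP-1 0.2 nM before substrate addition; Medium: HEPES buffer pH 7.1 with ZnSO4 and Brij 35; Incubation: 15 min enzyme–compound preincubation, then 25 min nitrocefin reaction, 25 °C; Signal: fluorescence quenching readout, ex 480/em 530 nm; Controls: DMSO with and without IMP-1; Repeats: singlicate testing.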
GalR3 antagonist: blocks the human galanin receptor 3 | O60755 | HEK293 GalR3-CNG cAMP membrane potential fluorescence; galR3 body fused to GalR1 C-terminus | inhibition, % at 3 µM | hit rate 0.44% among 360,000 | AID 651719;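 active = inhibition above the screen-wide average plus 3 SD, cut at about 13% in these data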;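 note: forskolin and galanin both at EC90 stimulate the cells; cAMP rise reported by CNG channel membrane potential dye signal; 0% = forskolin plus galanin with DMSO and 100% = forskolin alone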
IDE act: boosts human insulin-degrading enzyme activity in HEK cells; AID 493087; activation, % at 5.96 µM; FAbeta-B cleavage, fluorescence polarization; 0% vehicle, 100% cell-free pure enzyme wells; hit rate 0.073% among 340,000; P14735;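 active = activation above the mean of all tested compounds plus 3 SD, set per screening campaign, cut at about 17% in these data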
* hit, by the source's call; · = no result given. Hits appear at their usual frequency; overall some 3.2% were active at least once.

molecule	VIM-2 inh	CRFBP-R2 block	NS3 helicase inh	p-CIP stab down	UBC9 SUMO inh	IDE inh	GalR3 antagonist	IMP-1 inh	IDE act
CC(C)CCNC(=O)CN1C(=O)NC(c2ccccc2)(c2ccccc2)C1=O	1.8	-22	-11	-14	5	2	-6	-1.1	2
O=c1c2c(-c3ccccc3)csc2ncn1/N=C/c1c2ccccc2cc2ccccc12	-2.0	6	2	7	13	4	-9	-2.0	-8
Cc1ccc(NC(=O)C2CCN(C(=O)c3cccs3)CC2)cc1	0.3	5	14	-13	4	-1	-8	0.9	2
CC(=O)c1cc(C#N)c(N2CC(C)OC(C)C2)nc1C (centres undefined)	2.4	-7	-3	-10	20	3	-4	-1.3	6
Cc1nc(SCC(N)=O)c(C#N)c(C)c1C	-0.6	21	15	-7	-20	0	-4	-1.5	4
S=C(NCCN1CCOCC1)Nc1ccc(Nc2ccccc2)cc1	-0.5	15	-11	-2	9	1	-7	-1.9	-4
CCC(=O)N1CC2(C)CN(C(=O)CC)CC(C)(C1)C2	-2.5	-2	18	-2	-3	2	-2	-1.4	-1
CC1CCCC(C)N1C(=O)COC(=O)CCC(=O)c1cccs1 (centres undefined)	·	2	·	·	·	-1	-1	·	9
COc1ccc2nc(C3CCCCC3)nc(C3CCCCC3)c2c1	·	-10	·	·	·	4	2	·	-2
Cn1c(=O)[nH]c(=O)c2c1nc(N1CCCCC1)n2CC(O)CN1CCCCC1 (centres undefined)	-0.7	-8	6	-6	-4	0	-4	-2.1	4
CCC1(CC)NC(=O)N(CC(=O)OCC(=O)Nc2ncc(Cl)cc2Cl)C1=O	·	3	·	·	·	1	-4	·	-5
Cc1ccc(C)n1NC(=O)c1ccccc1	-1.8	-9	6	-4	9	0	0	-3.0	5

(next part)
molecule	VIM-2 inh	CRFBP-R2 block	NS3 helicase inh	p-CIP stab down	UBC9 SUMO inh	IDE inh	GalR3 antagonist	IMP-1 inh	IDE act
Cc1cc(C)c(C(=O)c2ccc(C(=O)N(C(C)C)C(C)C)cc2)c(C)c1	0.2	-3	-5	-9	-4	5	-3	-3.7	6
COC(=O)c1ccc(S(=O)(=O)NCc2ccccc2)n1C	0.6	14	12	0	8	8	-1	0.6	-5
O=C(COc1cccc2cccnc12)Nc1nccs1	-1.3	-6	3	-11	3	5	-6	-5.1	1
Cc1ccc(NC(=O)CCc2nnc(SCC(=O)Nc3ccccc3C)n2C)cc1Cl	-2.1	-10	-4	-6	2	12	2	-1.4	0
O=C(O)CNS(=O)(=O)c1c(Cl)cccc1Cl	-2.2	0	0	-4	-5	2	-3	-2.9	3
CC(=O)c1cc(F)c(N2CCN(C(=O)COc3ccc(F)cc3)CC2)cc1C	-1.7	-30	4	-18	9	-1	7	-3.9	2
C=CCn1c(OCc2ccccc2)n[nH]c1=S	0.7	1	0	12	3	6	-6	-1.7	-4
COc1cccc(-c2cc(C(=O)NN3CCOCC3)c3ccccc3n2)c1	-3.5	0	-1	4	10	1	-11	-4.3	-1
Cc1ccc2c(c1)N(C(=O)CCC(=O)N1CCOCC1)CCO2	-1.7	5	13	5	-9	1	·	-3.6	5
O=C(COC(=O)Cc1ccc(Br)cc1)NCC1CCCCC1	-1.7	-1	-4	0	8	9	2	-2.3	5
CCOC(=O)c1ccc(N(C(=O)CNC(=O)c2ccco2)C(C(=O)NCC2CCCO2)c2ccc(OC)c(OC)c2)cc1 (centres undefined)	1.0	8	51*	-6	-3	-10	0	-2.3	2
CCOC(=O)C1CCN(CCC(=O)Nc2ccc(F)cc2)CC1	3.6	6	-3	4	18	5	2	-3.0	6

Continued:
molecule	VIM-2 inh	CRFBP-R2 block	NS3 helicase inh	p-CIP stab down	UBC9 SUMO inh	IDE inh	GalR3 antagonist	IMP-1 inh	IDE act
CCOC(=O)c1c(-c2ccccc2)csc1NC(=O)C(C)NCc1ccco1 (centres undefined)	-4.1	-5	-21	-2	-11	-1	-5	-3.4	3
CC(=O)N1CCN=C1SCc1ccc(C)cc1	2.8	10	1	-3	-13	-1	3	0.3	6
O=C1C2C3C=CC(C4CC34)C2C(=O)N1/N=C/c1ccc([N+](=O)[O-])o1 (centres undefined)	3.3	-30	11	-2	3	5	-4	-1.7	13
CCNC(=O)N(CC)C[C@H]1N[C@@](Cc2ccccc2)(C(=O)OC)[C@H]2C(=O)N(C)C(=O)[C@@H]12	·	15	·	·	·	-6	0	·	3
Cn1c(/C=N/NC(=O)c2ccccc2Br)nc2ccccc21	-3.7	-3	-1	-19	1	20*	-3	-1.9	-17
N=C1C(c2ccccc2)=C(O)CN1c1cccc(S(=O)(=O)N2CCCCC2)c1	-1.7	6	2	-10	5	12	-7	-1.9	12
CCOC(=O)C1CCN(C(=O)C2CCN(c3nnc(-n4cccc4)s3)CC2)CC1	-1.6	3	-2	-5	-1	-2	-7	-1.6	3
O=c1c2ccccc2nc(/C=C/c2ccc3c(c2)OCO3)n1CCCO	-0.2	2	9	1	5	·	·	-1.0	5
CCN1C(=O)C2C(c3cccc(F)c3)NC(C)(C(=O)OC)C2C1=O (centres undefined)	-1.9	11	2	-4	9	1	-2	-1.9	2
CC(=O)NCC(=O)NC1CCCc2c1cnn2-c1ccc(C(C)(C)C)cc1 (centres undefined)	-1.4	-5	-17	4	17	-8	-11	-1.2	-1
O=C(COC(=O)c1cccc(S(=O)(=O)N2CCOCC2)c1)c1ccccc1	-2.8	0	12	-9	0	-4	-5	-4.4	-3
COC(=O)C1=C(C)NC(=O)C1(NC(=O)c1ccncc1)C(F)(F)F (centres undefined)	-2.1	-5	-1	-7	15	-1	-1	-2.5	2

Later entries:
molecule	VIM-2 inh	CRFBP-R2 block	NS3 helicase inh	p-CIP stab down	UBC9 SUMO inh	IDE inh	GalR3 antagonist	IMP-1 inh	IDE act
COc1cccc(/C=N\NC(=O)C2=NNC(=O)C2C)c1O (centres undefined)	-2.4	3	9	-11	·	-4	-1	-2.8	1
CC(C)(C)C(=O)Nc1cccc(S(=O)(=O)NC2=NCCC2)c1	·	32	·	·	·	-6	0	·	1
Cc1cc(=O)n2c(sc3ccccc32)c1C#N	-1.9	-6	2	14	0	5	-7	-3.3	3
COc1ccccc1N1CCN(/N=C/c2cccc(Cl)c2)CC1	-0.1	-2	-1	-4	-5	5	-4	-2.1	2
Nc1ccc(N2CCOCC2)cc1C(F)(F)F	-0.3	-5	-7	-14	8	-1	2	-2.6	-2
Cc1nc(SCC(=O)N2CCOCC2)c2c3c(sc2n1)CCC3	·	-15	·	·	·	1	-4	·	4
COc1cccc(NC(=O)CCCN2C(=O)C3CC=CCC3C2=O)c1 (centres undefined)	-3.1	0	-2	5	-6	-3	-1	-1.2	6
Oc1ccc(-c2csc(Nc3ccccn3)n2)cc1	-0.6	-2	13	-10	-9	13	-9	-3.5	-3
Cc1ccc(C2CC(c3cccc(C)c3)n3nc(N)nc3N2)cc1 (centres undefined)	0.4	-50	-5	0	14	7	-1	-2.0	2
CCOc1cc(CNn2c(C)nnc2SCC(=O)NC(C)(C)C)ccc1OCC(=O)NC(C)(C)C	0.8	1	-9	-10	6	5	-5	-3.6	-1
CN1CCN(c2ccc(S(=O)(=O)N3CCCCC3)cc2NC(=O)c2ccc3ccccc3c2)CC1	-3.0	-31	-68	6	-5	6	-11	-3.1	4
CC1=CC(=O)C(C(C)C)=C/C1=N/OS(=O)(=O)c1ccccc1	0.6	-63	-11	-3	26	0	92*	-1.3	0

The list goes on:
molecule	VIM-2 inh	CRFBP-R2 block	NS3 helicase inh	p-CIP stab down	UBC9 SUMO inh	IDE inh	GalR3 antagonist	IMP-1 inh	IDE act
CCOc1ccc(OCCC(=O)NNC(=O)c2ccccc2Cl)cc1	·	20	·	·	·	1	-1	·	-1
CCN(CC)S(=O)(=O)N1CCC(C(=O)NC(C)CCc2ccccc2)CC1 (centres undefined)	-1.1	-21	-10	-9	1	0	-5	-1.6	5
Cc1ccccc1-c1nc(Cc2ccc(Cl)cc2)no1	-3.9	16	4	5	1	-3	-4	-2.4	4
O=C(CCc1c[nH]c2ccccc12)NCC1CCCO1 (centres undefined)	-1.5	12	-2	-1	-7	2	1	-3.0	5
CC1CCc2sc(C(=O)NNC(=O)c3ccncc3)cc2C1 (centres undefined)	·	4	·	·	·	4	-3	·	1
c1ccc(C[n+]2cccc(-c3ccccc3)c2)cc1	-2.4	28	-1	-19	-2	2	-3	-3.3	0
COc1cccc(NC(=O)COc2cccc(-n3cnnn3)c2)c1	0.0	-7	-5	-5	5	-2	-2	1.8	1
NS(=O)(=O)c1ccc(CCNC(=O)c2ccc3c(c2)OCO3)cc1	-2.4	11	1	5	0	5	-4	-2.6	0
O=C(OCCOCCN=C1NS(=O)(=O)c2ccccc21)c1ccc(F)cc1	-0.1	0	-5	-10	3	1	-9	-1.7	6
O=C(Nc1cccc2ccccc12)NC1CCCCC1	-2.1	3	0	1	9	·	-4	-3.6	4
COC(=O)c1cc(Cl)c(NC(=O)Cc2ccccc2)cc1OC	-2.3	-3	4	-3	-4	-1	-5	-2.2	3
CC(C)Sc1nc2c(cnn2-c2ccc(Cl)cc2)c(=O)[nH]1	-3.1	-7	5	2	13	-1	-9	-1.4	7

Further records.
molecule	VIM-2 inh	CRFBP-R2 block	NS3 helicase inh	p-CIP stab down	UBC9 SUMO inh	IDE inh	GalR3 antagonist	IMP-1 inh	IDE act
COc1ccc(C(=O)NCc2nnc(SCC(=O)c3ccccc3)o2)cc1	-3.8	-10	-1	0	2	5	-10	-2.7	3
Cc1ccnc(N2C(=O)C3C4CC(C(Br)C4Br)C3C2=O)c1 (centres undefined)	-1.6	-17	-3	7	-10	10	-1	-1.6	1
COc1ccc(Cc2nnc(SCC(=O)N3CCCC3)o2)cc1	-2.6	18	5	-13	9	0	-7	-2.7	2
Cc1ccc(S(=O)(=O)N2[C@@H](c3ccc(F)cc3)C(C(=O)O)=CC[C@H]2c2cccs2)cc1	·	3	·	·	·	2	-2	·	-3
Cn1c(N)c(C(=O)COC(=O)C2(c3ccc(F)cc3)CCCC2)c(=O)n(C)c1=O	0.6	22	-3	-12	7	0	-4	0.2	-2
O=S(=O)(c1ccc(Cl)s1)N1CCN(c2ncccn2)CC1	-4.5	15	6	-4	1	3	-8	1.2	-2
CN(c1ccc(C(=O)NCc2ccccc2)cc1)S(C)(=O)=O	-2.4	-4	-4	6	1	0	-6	-2.7	-2
Cc1ccc(-c2nn3c(C)nnc3c3ccccc23)cc1S(=O)(=O)NCc1ccco1	4.2	-21	-1	-14	16	-2	-2	2.9	-3
COc1ccc(CCNc2ccc(S(N)(=O)=O)cn2)cc1	-0.7	2	-12	5	7	0	-10	-2.9	1
Cc1cccc(NS(=O)(=O)c2ccc(Cl)cc2)n1	-0.2	-6	-2	-2	7	3	-11	1.9	3
c1cc(C2CCN(Cc3nc(-c4ccc5c(c4)OCO5)no3)CC2)ccn1	-0.7	11	4	-11	12	-4	-5	-1.5	6
CCOC(=O)C1C(=O)NC(N2CCN(c3ccccc3)CC2)=NC1c1ccccc1 (centres undefined)	-3.5	-1	-10	4	7	-6	-5	-3.1	-4

Compound activity: PubChem BioAssay, several laboratories
